# High-throughput results as filed in PubChem BioAssay.
# S1P4 antag = S1P4 receptor antagonists, primary screen, cell-based; S1P4-expressing cells, antagonist mode, reporter read-out; inhibition, % at 4.98 µM; Sphingosine 1-phosphate receptor 4 (Homo sapiens), O95977; 220,000 compounds, 0.26% hits; in the data active = inhibition above about 29%;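 note: 0% = wells stimulated with agonist and 100% = vehicle wells without agonist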
# Target sequence (O95977 whole entry, looked up): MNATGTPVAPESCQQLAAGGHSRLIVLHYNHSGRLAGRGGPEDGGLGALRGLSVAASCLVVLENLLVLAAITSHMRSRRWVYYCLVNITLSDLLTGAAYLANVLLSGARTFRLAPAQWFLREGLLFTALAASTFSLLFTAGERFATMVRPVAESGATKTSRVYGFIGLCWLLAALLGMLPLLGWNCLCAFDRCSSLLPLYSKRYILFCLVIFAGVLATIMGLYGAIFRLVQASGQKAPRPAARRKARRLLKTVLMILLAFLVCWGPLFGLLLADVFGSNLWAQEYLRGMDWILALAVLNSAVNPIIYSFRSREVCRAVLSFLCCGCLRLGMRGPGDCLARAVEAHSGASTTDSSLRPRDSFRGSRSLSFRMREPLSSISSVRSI
# EP2 mod = EP2 receptor modulators, cAMP readout, primary screen, cell-based, HTRF cAMP, PGE2 stimulation. Prostaglandin E2 receptor EP2 subtype (Homo sapiens), P43116. EP2-expressing cells, cAMP HTRF FRET, PGE2 co-stimulation. induction, % at 25 µM. 260,000 compounds, 0.83% hits;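 active = compounds whose cAMP rise, as percent of the full-agonist control response, exceeds 60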;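 note: rat C6 glioma line stably carrying human EP2 under a CMV promoter; the protocol text gives 20 µM as final concentration; 100% = response of wells given 1 µM PGE2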
# NPY-Y1 antag = NPY-Y1 receptor antagonists, primary screen, cell-based | Neuropeptide Y receptor type 1 (Homo sapiens), P25929 | HEK293-CNG Y1 cells, membrane potential fluorescence; NPY at EC95, then isoproterenol | inhibition, % at 3.6 µM | 200,000 compounds, 1% hits | AID 1040, 2008;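 active = inhibition above the campaign mean inhibition of all tested compounds plus 3 SD, cut at about 20% in these data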;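 note: 0% = DMSO wells given NPY plus isoproterenol and 100% = isoproterenol alone without NPY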
# Target sequence (P25929 whole entry, looked up): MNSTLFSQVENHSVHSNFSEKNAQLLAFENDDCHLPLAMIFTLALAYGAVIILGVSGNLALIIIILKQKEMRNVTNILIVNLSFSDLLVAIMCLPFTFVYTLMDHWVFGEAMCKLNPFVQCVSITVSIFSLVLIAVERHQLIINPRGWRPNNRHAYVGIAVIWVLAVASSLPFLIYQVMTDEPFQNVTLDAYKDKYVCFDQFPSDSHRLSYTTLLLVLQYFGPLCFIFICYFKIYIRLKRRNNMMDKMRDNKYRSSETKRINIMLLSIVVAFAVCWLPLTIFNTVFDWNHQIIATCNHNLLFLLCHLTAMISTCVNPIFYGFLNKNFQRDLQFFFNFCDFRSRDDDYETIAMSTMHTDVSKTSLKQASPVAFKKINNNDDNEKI
#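 Material: HEK293 Y1/CNG channel cell line | Also added: NPY (25 nM), isoproterenol (1 µM), Ro 20-1724 (25 µM) | Compound: One concentration, 3.6 µM, in 0.4% DMSO | Schedule: 3 h dye uptake, 1 h room-temperature compound, 45 min post-isoproterenol | Signal: Membrane-potential fluorescent dye readout | Read-out: % inhibition of NPY effect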
# NPY2 pot ag = NPY-Y2 potentiators or agonists, primary screen, cell-based; AID 1359, 2008; 220,000 compounds, 0.45% hits; cells expressing NPY-Y2, potentiator/agonist read-out; Neuropeptide Y receptor type 2 (Homo sapiens), P49146; activation, % at 3.6 µM; in the data active = activation above about 27%;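 note: cells stimulated with NPY near EC25 plus isoproterenol at EC100; 0% = vehicle plus submaximal agonist and 100% = vehicle plus saturating agonist; some results beyond the cut were filed as inactive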
# CHOP inhibitor = inhibitors of CHOP promoter induction, primary screen, cell-based, unfolded protein response, luciferase reporter; inhibition, % at 10 µM; 220,000 compounds, 3.8% hits; AID 2732, 2010; CHO-K1 CHOP-promoter luciferase, tunicamycin-induced, 15-18 h;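 active = compounds that reduced the stress-induced luciferase reporter signal by more than about 70% of percent inhibition, limit read from the data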;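 note: 0% = tunicamycin plus vehicle and 100% = wells without tunicamycin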
# S1P4 agonist = S1P4 receptor agonists, primary screen, cell-based; S1P4-expressing cell line, agonist reporter assay; Sphingosine 1-phosphate receptor 4 (Homo sapiens), O95977; 220,000 compounds, 0.35% hits; activation, % at 4.98 µM; AID 1509, 2009; in the data active = activation above about 11%;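 note: 0% = DMSO vehicle and 100% = reference agonist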
# zfTRPN1 agonist = zebrafish TRPN1 channel agonists, primary screen, cell-based, HEK293, calcium fluorescence; HEK293 zebrafish TRPN1-YFP, Fluo-8 calcium fluorescence; 100% = response to 87 µM carbachol; activation, % at 3 µM; transient receptor potential cation channel N1 (TRPN1/NompC), Danio rerio; AID 1424, 2008; 220,000 compounds, 0.18% hits;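 active = activation above its plate's cutoff, the mean activation of test wells on that plate plus 3 SD, cut at about 19% in these data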;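 note: 0% = DMSO alone and 100% = 87 µM carbachol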
#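 Control set: carbachol 87 µM as high control, DMSO as low control; system: HEK293 stable line with zebrafish TRPN1-YFP; read-out: % activation versus carbachol response; detection: intracellular calcium fluorescence with Fluo-8; doses: single test compound dose, 3 µM nominal, 0.3% DMSO; schedule: dye 1 h 37 °C plus 30 min RT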
# NPY1 pot ag = NPY-Y1 receptor potentiators or agonists, primary screen, cell-based; Neuropeptide Y receptor type 1 (Homo sapiens), P25929; NPY-Y1 expressing cells, potentiator/agonist activation; activation, % at 3.6 µM; 220,000 compounds, 0.37% hits; in the data active = activation above about 33%, passing the limit was not always enough;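 note: cells stimulated with NPY at EC10 then isoproterenol at EC100; 0% = low agonist plus stimulus and 100% = saturating agonist plus stimulus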
# TRPML3 agonist = human TRPML3 channel agonists, primary screen, cell-based, HEK293 TRPML3-YFP, Fluo-8 calcium fluorescence, 3 µM | Mucolipin-3 (Homo sapiens), Q8TDD5 | 100% = the carbachol control signal | activation, % at 3 µM | 220,000 compounds, 0.29% hits;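 active = activation above its plate's cutoff, the mean activation of the plate's test wells plus 3 SD, cut at about 12% in these data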;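 note: 0% = DMSO only wells and 100% = carbachol wells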
#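 Material: HEK293 cells stably carrying human TRPML3-YFP; compound dosing: single dose, 3 µM final nominal compound, 0.3% DMSO final; incubation: 1-h 37 °C dye load, 5-s basal, 120-s post-compound reads; technique: Fluo-8 intracellular calcium fluorescence, excitation 470-495 nm, emission 515-575 nm; read-out basis: percent activation from peak-to-basal fluorescence ratio, scaled between DMSO and carbachol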
# * = called active by the depositor; . = no result given.
SMILES,S1P4 antag,EP2 mod,NPY-Y1 antag,NPY2 pot ag,CHOP inhibitor,S1P4 agonist,zfTRPN1 agonist,NPY1 pot ag,TRPML3 agonist
O=C(c1cccs1)N(Cc1ccco1)c1nc(-c2ccc(F)cc2)cs1,7,53,14,8,15,1.1,0.7,1,1.1
CCN(CC)CCNS(=O)(=O)c1ccc(C(=O)NN)cc1,-4,33,0,-9,-2,0.1,0.8,-14,1.4
COc1ccc(Br)cc1C(=O)Nc1ccc(C(=O)NCC(C)C)cc1,1,-52,-6,-9,56,0.2,-0.3,2,-0.1
CCN(CC)C(=O)C(=O)c1cn(CC(=O)NCC2CCCO2)c2ccccc12 (stereo not given),8,-1,0,0,-7,8.4,0.0,-12,0.3
C/C(=N\NS(=O)(=O)c1ccc(C)cc1)c1cc2ccccc2oc1=O,1,36,17,-9,15,-1.9,1.5,-10,1.1
COc1ccc(CNC(=O)[C@H](C)[C@@H]2C[C@@]2(C)[C@@H](NC(=O)OCc2ccccc2)c2ccccc2)cc1OC,3,30,10,-7,29,-0.2,-1.4,-7,0.4
COc1ccc(NC(=O)CCCn2c(=S)[nH]c3ccccc3c2=O)cc1,-10,-37,6,4,21,1.0,0.1,-13,0.1
O=C(OCc1cc(Cl)ccc1OC(F)F)c1cncc(Br)c1,1,39,3,-6,57,-1.0,-2.5,3,-0.4
Cc1ccc(C(=O)Nc2ccccc2NC(=O)c2ccc(C)o2)o1,-13,-3,1,-3,35,0.5,-0.5,8,0.0
Cc1nc2ccccc2c(=O)n1/N=C1\C(=O)N(C)c2ccccc21,-19,-15,-4,1,14,3.2,0.8,-13,1.0
O=c1cnnc(N/N=C/c2cccs2)[nH]1,6,17,.,-24,7,-0.6,0.9,13,-0.4
Cc1ccc(NC(=S)NC2CCN(Cc3ccccc3)CC2)cc1C,-18,-19,10,-23,5,-1.8,3.0,-9,2.4
CCOc1ccc(C(=O)Nc2nccs2)cc1[N+](=O)[O-],-9,-36,1,-6,7,0.8,1.2,-10,0.8
O=C(Cn1nc(-c2ccccc2)nc1-c1ccccc1)N1CCOCC1,-5,11,7,0,2,-0.3,0.4,19,0.6
CC12CN3CC(C)(CN(C1)C3c1ccc(Br)cc1)C2=O (stereo not given),3,13,5,5,-17,0.7,1.6,12,0.0
Cc1ccc2nc(-c3ccc(NC(=O)CSCC(=O)O)cc3)sc2c1,0,-51,.,-19,-4,-0.1,0.7,37,-0.3
CCOc1ccc(S(=O)(=O)NC2CCCCCC2)cc1,-9,-28,3,1,16,1.3,1.4,16,1.6
O=C1NCCCC1C(=O)N/N=C/c1ccccc1O (stereo not given),-19,13,-2,10,20,1.5,-0.9,5,0.6
COc1ccc(C(=O)NC(=S)NNC(=O)CCc2ccccc2)cc1,-20,-11,-5,0,66,3.2,12,1,2.0
O=C(Nc1nc2c(c(=O)[nH]1)CCCC2)C1CC1,2,13,1,-1,35,0.2,-0.5,-18,0.1
CCn1nnc(-c2ccccc2NS(=O)(=O)c2ccc(S(=O)(=O)N3CCCCCC3)cc2)n1,-1,-24,1,-14,8,1.6,0.1,12,0.8
Cc1ccccc1-c1nc(CN2CCC(C(=O)NCc3cccs3)CC2)c(C)o1,-4,17,4,1,49,0.8,-0.4,-37,0.8
COc1cc(O)c2c(c1)OC(C)(C)CC2=O,6,3,5,-3,6,0.8,-0.6,6,0.3
CC1(C)Oc2ccc(C(=O)N3CCOCC3)cc2N(CC(=O)N2CCOCC2)C1=O,-14,74*,3,-4,12,0.5,-0.1,9,0.8
COC(=O)c1ccc2nc(C)cc(Nc3ccc(N(C)C)cc3)c2c1,-2,-24,0,-4,14,0.8,-0.3,-17,-0.1

# Complete entries, looked up by structure. Order of values: S1P4 antag | EP2 mod | NPY-Y1 antag | NPY2 pot ag | CHOP inhibitor | S1P4 agonist | zfTRPN1 agonist | NPY1 pot ag | TRPML3 agonist
# COc1ccc(CNC(=O)[C@H](C)[C@@H]2C[C@@]2(C)[C@@H](NC(=O)OCc2ccccc2)c2ccccc2)cc1OC in the list: 3 | 30 | 10 | -7 | 29 | -0.2 | -1.4 | -7 | 0.4
# O=C1NCCCC1C(=O)N/N=C/c1ccccc1O (stereo not given) in the list: -19 | 13 | -2 | 10 | 20 | 1.5 | -0.9 | 5 | 0.6
# CCOc1ccc(S(=O)(=O)NC2CCCCCC2)cc1 in the list: -9 | -28 | 3 | 1 | 16 | 1.3 | 1.4 | 16 | 1.6
# CCOc1ccc(C(=O)Nc2nccs2)cc1[N+](=O)[O-] in the list: -9 | -36 | 1 | -6 | 7 | 0.8 | 1.2 | -10 | 0.8
# Cc1ccc2nc(-c3ccc(NC(=O)CSCC(=O)O)cc3)sc2c1 in the list: 0 | -51 | . | -19 | -4 | -0.1 | 0.7 | 37 | -0.3

# Carrying on:
SMILES,S1P4 antag,EP2 mod,NPY-Y1 antag,NPY2 pot ag,CHOP inhibitor,S1P4 agonist,zfTRPN1 agonist,NPY1 pot ag,TRPML3 agonist
CCOC(=O)CSc1cc(C)nc(NC(C)=O)n1,0,-2,0,9,4,0.6,0.9,-14,1.3
OCc1n[nH]c(CO)n1,5,14,-1,5,37,0.8,0.0,8,1.1
N=C1S/C(=C\c2ccc(-c3cccc(Cl)c3)o2)C(=O)N1c1nccs1,-13,14,1,-3,59,5.3,-0.5,-6,0.6
COc1ccc(S(=O)(=O)NCCSCc2cccc(C)c2)cc1Br,-8,1,0,-6,85*,-1.9,-0.7,-18,-0.8
C=CCNC(=S)N/N=C/c1ccc(C)s1,4,-4,.,-12,-20,0.9,0.1,10,0.2
COc1ccccc1CNc1ccccc1F,-6,59,-2,-5,10,-0.4,1.1,5,0.0
COc1nc(-c2ccc(Cl)cc2)ccc1-c1noc(-c2ccncc2)n1,15,.,1,2,.,0.6,-1.9,-3,0.1
CSc1nnc(-c2sc3cc(C(F)(F)F)cnc3c2-c2ccccc2)n1C,3,6,4,-6,7,1.2,-1.6,-3,0.2
O=C(N/N=C/c1ccc(OCc2ccccc2)cc1)c1ccco1,16,-30,.,7,-57,2.0,1.3,19,0.4
O=CN(Cc1ccco1)C1(C(=O)NC2CCCCC2)CCCCC1,-5,24,7,-3,3,0.6,1.1,-12,0.2
O=S(=O)(Nc1cc(C(F)(F)F)ccc1N1CCOCC1)c1ccccc1,8,-6,.,-5,22,-0.4,0.8,26,1.1
O=C(NCC(c1ccc(F)cc1)N1CCOCC1)c1c(F)cccc1F (stereo not given),-11,-21,.,16,-7,1.0,0.0,-3,0.9
CC1=C(C(=O)OCc2ccccc2)C(c2ccccc2OC(F)F)NC(=O)N1 (stereo not given),-18,4,0,13,23,1.3,0.6,-2,0.1
Cc1cc(C)nc(Oc2ccc([N+](=O)[O-])cc2)n1,-15,-8,-3,3,25,1.0,-1.9,-8,0.1
Cc1ccc(CSC2=Nc3sccc3C3=NC(=O)CN23)cc1,-21,1,2,-21,22,-1.8,0.8,-14,0.5
COc1cccc(C(=O)N(Cc2nc(-c3cccc(C)c3)no2)C(C)C)c1OC,-10,8,4,-29,24,1.5,-1.0,-41,-0.6
CN(C)c1cccc(C(=O)OCC(=O)NCC2CCCO2)c1 (stereo not given),-27,1,1,-7,32,3.3,0.3,-8,0.5
CCC(CC)C(=O)NCCCCc1ccccc1,4,-18,-2,5,11,-0.2,-0.2,-8,0.4
S=c1[nH]nc(Cc2ccc(Cl)cc2)n1-c1ccc2c(c1)OCCO2,-14,-24,4,-5,17,0.4,0.2,0,0.3
OCCC1CN(Cc2ccon2)CCN1Cc1ccccc1 (stereo not given),-22,-2,1,2,25,0.1,0.3,8,0.3
CCCc1[nH]nc2c1C(c1ccsc1)C(C#N)=C(N)O2 (stereo not given),14,-55,40*,-2,-4,-0.1,-0.1,15,0.6
COc1ccc(-c2nnc(SCC(=O)NNC(=O)c3ccc(C)cc3)o2)cc1,-2,29,3,-4,4,0.9,-0.2,-2,0.6
CCCC(=O)Nc1nnc(SCC(=O)N2CCN(c3ccccc3)CC2)s1,10,9,.,7,-4,0.1,0.5,-4,0.9
Cc1ccc(Nc2nc(CSc3nnc(-c4cccnc4)n3-c3ccccc3C)cs2)cc1,15,1,6,1,9,-0.2,-1.6,-5,-0.3
C/C(Cc1ccccc1)=N\NC(=O)CNC(=O)c1ccc(C(C)(C)C)cc1,-22,32,-2,-10,26,1.8,0.7,-5,0.6

# (list continues)
SMILES,S1P4 antag,EP2 mod,NPY-Y1 antag,NPY2 pot ag,CHOP inhibitor,S1P4 agonist,zfTRPN1 agonist,NPY1 pot ag,TRPML3 agonist
CN(C)CCNC(=O)c1sc2cccc(F)c2c1Cl,-8,-27,33*,-6,24,1.1,0.0,-22,0.4
O=C(Nc1ccc(N2CCN(C(=O)c3cccs3)CC2)cc1)c1cccnc1,0,-15,4,-20,20,-1.6,2.3,-2,0.7
Cc1ccc(C(C)n2cc(C(=O)NCc3ccncc3)nn2)cc1 (stereo not given),8,5,2,-22,7,1.8,0.6,5,1.1
COc1ccc(-c2nc(CSCC(=O)N3CCN(C(=O)c4ccco4)CC3)c(C)o2)cc1OC,-13,8,3,-6,26,0.2,0.5,3,0.6
Cc1ccc(NC2=NC(c3ccc(O)cc3)n3c(nc(C)cc3=O)N2)cc1 (stereo not given),2,14,-2,6,33,-0.8,0.2,2,-0.7
O=C(Cc1ccccc1)Nc1ccc2c(c1)CCC2,2,11,-4,19,9,-2.5,0.3,23,0.4
CCc1cc(=O)oc2cc(OC(C)=O)cc(OC(C)=O)c12,-16,46,-2,-10,5,0.3,-0.2,-10,0.2

# Part of the list above, with bars between the fields.
SMILES | S1P4 antag | EP2 mod | NPY-Y1 antag | NPY2 pot ag | CHOP inhibitor | S1P4 agonist | zfTRPN1 agonist | NPY1 pot ag | TRPML3 agonist
COc1ccc(S(=O)(=O)NCCSCc2cccc(C)c2)cc1Br | -8 | 1 | 0 | -6 | 85* | -1.9 | -0.7 | -18 | -0.8
C=CCNC(=S)N/N=C/c1ccc(C)s1 | 4 | -4 | . | -12 | -20 | 0.9 | 0.1 | 10 | 0.2
